GLA spleen mod – inhibitors or activators of human alpha-galactosidase in spleen homogenate; Potency, µM (highest dose often 80 µM), without a hit: at the top dose activity change, negative = inhibition, most hits filed as inhibitors; actives 0.008% (n = 240,000); AID 2107; human spleen homogenate, 4MU-alpha-Gal fluorescence, 40 min;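 note: 0% = enzyme with vehicle and -100% = no enzyme basal signal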
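Inhibition or activation of alpha-galactosidase in human spleen homogenate is scored by 4-MU fluorescence after 40 min at 37C, pH 5.0, with 1 mM substrate. AC50s come from concentration-response fitted to the Hill equation.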
GAA spleen mod – inhibitors or activators of human alpha-glucosidase in spleen homogenate. P10253. AID 2112. human spleen homogenate, 4-MU-alpha-glucoside fluorescence. Potency, µM (doses to about 79.9 µM), without a hit: at the top dose activity change, negative = inhibition, hits mostly inhibitors. actives 0.006% (n = 240,000);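 note: 0% = enzyme with vehicle and -100% = no enzyme basal signal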
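Compounds were titrated against alpha-glucosidase in spleen homogenate at pH 5.0, with 1 mM 4-methylumbelliferyl substrate for 40 min at 37 C. Reactions were quenched with pH 10 NaOH/glycine and fluorescence measured.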
GoLoco inh red – inhibitors of human Gai1-RGS12 GoLoco interaction (red fluorophore); P63096; Gai1:RGS12 GoLoco peptide FP, rhodamine, 10 min; Potency, µM (highest dose often 61.6 µM), inactives show at the highest dose activity, negative = inhibition, actives largely listed as inhibitors; actives 0.44% (n = 230,000); AID 880; active = well fitted inhibition curve with a large enough effect, not every such curve was filed as active; inactive = no such curve, though single readings can be large or run the other way; note: % is set by controls: 0 for no effect and ±100 for the full control effect; nearly all actives have a fitted effect of over 30% in size; many of its hits are not listed in these tables
GAA glycogen – GAA glycogen-cleavage inhibition or activation; recombinant GAA, glycogen substrate, Amplex Red glucose oxidase fluorescence; P10253; actives 0.38% (n = 300,000); Potency, µM (highest dose often 76.4 µM), inactives show top-dose activity change, negative = inhibition, hits mostly inhibitors;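 note: 0% = full enzyme reaction and -100% = no-enzyme basal signal; the screen sought inhibitors and activators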
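Recombinant enzyme (4 nM final) with compounds titrated up to 77 uM and bovine liver glycogen (30 ug) in citrate pH 5.0, 0.01% Tween-20, 37 C 40 min. Released glucose detected by Amplex Red/glucose oxidase (Ex 573/Em 610); AC50 from Hill fits.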
GAA inh – blocks human lysosomal alpha-glucosidase; P10253; purified human GAA, 4-MU-alpha-glucoside fluorescence; Potency, µM (series often up to 76.9 µM), without a hit: at the highest dose activity change, negative = inhibition, hits mostly inhibitors; actives 0.005% (n = 200,000);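 note: plate controls were uninhibited enzyme wells for no effect and no-enzyme background for full effect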
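Fluorescence at Ex 365/Em 440 nm from 4-methylumbelliferone reported enzyme activity after 20 min at room temperature. Reactions used 4 nM enzyme and 400 uM substrate at pH 5.0; curves fitted with the Hill equation.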
ALDH1A1 inh – blocks purified human ALDH1A1 activity; P00352; Purified ALDH1A1, NADH fluorescence, propionaldehyde substrate; Potency, µM (top dose mostly 75.3 µM), for the others: top-dose activity, negative = inhibition, hits mostly inhibitors; actives 7.3% (n = 220,000); AID 1030; active = well fitted inhibition curve with a large enough effect, not every such curve was filed as active; inconclusive = small, poorly fitted or top-dose-only effect, or another doubt; inactive = no such curve, though single readings can be large or run the other way;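 note: plate controls were no enzyme wells and a reference inhibitor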
Target sequence (P00352 whole entry, looked up): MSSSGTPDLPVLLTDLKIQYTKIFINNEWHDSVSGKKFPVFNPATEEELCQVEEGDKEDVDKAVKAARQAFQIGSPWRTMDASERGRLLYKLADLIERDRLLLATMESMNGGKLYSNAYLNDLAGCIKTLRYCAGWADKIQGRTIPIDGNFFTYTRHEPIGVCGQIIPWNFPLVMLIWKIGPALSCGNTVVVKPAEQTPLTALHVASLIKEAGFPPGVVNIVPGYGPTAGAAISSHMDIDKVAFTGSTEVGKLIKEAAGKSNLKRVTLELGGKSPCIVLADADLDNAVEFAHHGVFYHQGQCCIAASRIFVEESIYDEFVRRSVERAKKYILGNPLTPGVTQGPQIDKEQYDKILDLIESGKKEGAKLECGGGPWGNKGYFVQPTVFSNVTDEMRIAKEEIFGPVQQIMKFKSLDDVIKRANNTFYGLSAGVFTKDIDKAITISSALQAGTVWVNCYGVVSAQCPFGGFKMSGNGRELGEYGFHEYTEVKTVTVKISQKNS
KDM4E inh – JMJD2E (human) inhibition; Potency, µM (doses to about 57.1 µM), for inactives: at the highest dose activity change, negative = inhibition, usual class: inhibitors; JMJD2E catalytic domain, FDH-coupled NADH fluorescence (FDH is formaldehyde dehydrogenase); actives 1.6% (n = 230,000); B2RXH2; active = well fitted inhibition curve with a large enough effect, not every such curve was filed as active; inconclusive = small, poorly fitted or top-dose-only effect, or another doubt; inactive = no such curve, though single readings can be large or run the other way;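 note: 0% = wells with enzyme and -100% = buffer wells without enzyme; nearly all actives have a fitted effect of over 50% in size; many of its hits are not listed in these tables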
Target sequence (B2RXH2 1-337 limits assumed): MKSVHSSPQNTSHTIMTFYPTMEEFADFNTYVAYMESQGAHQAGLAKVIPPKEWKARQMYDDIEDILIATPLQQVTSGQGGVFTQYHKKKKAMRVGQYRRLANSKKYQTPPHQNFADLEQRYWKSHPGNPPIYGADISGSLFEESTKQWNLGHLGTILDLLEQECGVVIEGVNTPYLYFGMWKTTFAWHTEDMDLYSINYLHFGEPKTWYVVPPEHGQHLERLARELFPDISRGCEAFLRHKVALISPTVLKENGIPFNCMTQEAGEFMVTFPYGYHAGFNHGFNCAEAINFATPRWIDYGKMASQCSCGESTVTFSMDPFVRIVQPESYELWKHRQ
SMN2 splice enh – enhancers of SMN2 splice variant expression | Potency, µM (highest dose often 46.1 µM), without a hit: at the highest dose activity change, positive = activation, actives largely listed as activators | HEK293 SMN2-luciferase splicing reporter, luminescence, 30-36 h | actives 2.8% (n = 210,000); note: % of control where 0% means no effect; nearly all actives have a fitted effect of over 55% in size
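qHTS luciferase splicing reporter: luminescence rises when SMN2 exon 7 is included in transfected HEK293 cells. Compound exposure lasted 30-36 h at 37C, with 4.5 mM final sodium butyrate as control, followed by a ONE-Glo read.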
* marks the source's active call; other numbers are inactive results; ? = inconclusive; nt = no result given; [ ] = another dose, or the depositor's remark. Unless noted, calls come from the whole dose curve; as a rule, active = well fitted curve in the direction sought with a large enough effect; inconclusive = small, poorly fitted or top-dose-only effect, or another doubt; inactive = no such curve, though single readings can be large; an effect the other way counts as inactive or inconclusive. Potency is the fitted concentration of half-maximal effect. Only part of the results is shown. The share of hits here may be higher or lower than overall.

GLA spleen mod,SMILES,GAA spleen mod,GoLoco inh red,GAA glycogen,GAA inh,ALDH1A1 inh,KDM4E inh,SMN2 splice enh
4%,CCC(CC)C(=O)N=C1SC2CS(=O)(=O)CC2N1CCc1ccc(OC)c(OC)c1 (configuration not stated),4%,4%,1%,nt,nt,-18%,nt
6%,Cc1nn(-c2ccccc2)c(Cl)c1/C=C1\SC(=S)NC1=O,-2%,28%,1%,-7%,?,2%,-3%
3%,Cc1cccc(S(=O)(=O)C(C#N)c2nc3ccccc3nc2N2CCOCC2)c1 (configuration not stated),0%,nt,-8%,?,-9%,?,nt
-19%,CN(C)C(=O)CSC1c2ccccc2C(=O)N1c1ccccc1 (configuration not stated),-9%,-2%,1%,-12%,4%,4%,-4%
-5%,CC(C)COC(=O)C(C)Nc1n[nH]c(=S)[nH]c1=O (configuration not stated),1%,13%,18%,11%,3%,4%,nt
5%,CCOC(=O)C1(CCc2ccccc2)CCN(C(=O)CN2CCOC2=O)CC1,2%,-11%,14%,8%,-2%,6%,nt
9%,COc1cc(C2c3c(oc4ccccc4c3=O)C(=O)N2CCN2CCOCC2)cc(OC)c1OC (configuration not stated),-1%,-6%,3%,1%,8%,-8%,nt
-6%,COC(=O)N/N=C\c1c(C)[nH]n(-c2ccccc2)c1=O,0%,9%,9%,8%,-14%,?,nt
9%,O=C(O)c1ccc(N2C(=O)CC(SC(=NCc3ccc4c(c3)OCO4)Nc3ccccc3)C2=O)cc1 (configuration not stated),-16%,2%,-1%,nt,nt,-6%,nt
7%,O=C(Nc1cccc(Cl)c1)Nc1ccc(Br)cc1F,7%,3%,0%,-8%,-1%,2%,-16%
1%,Cc1ccnc(NS(=O)(=O)c2ccc(NC(=O)C3CCCCC3)cc2)n1,7%,7%,-3%,3%,6%,5%,-4%
-5%,CCn1c(=N)n(CC(O)COc2ccc(C)cc2)c2ccccc21 (configuration not stated),-1%,-51%,4%,nt,nt,8%,nt

Sorted by length of the SMILES (rising): part of the list above.
GLA spleen mod,SMILES,GAA spleen mod,GoLoco inh red,GAA glycogen,GAA inh,ALDH1A1 inh,KDM4E inh,SMN2 splice enh
7%,O=C(Nc1cccc(Cl)c1)Nc1ccc(Br)cc1F,7%,3%,0%,-8%,-1%,2%,-16%
-5%,CCn1c(=N)n(CC(O)COc2ccc(C)cc2)c2ccccc21 (configuration not stated),-1%,-51%,4%,nt,nt,8%,nt
1%,Cc1ccnc(NS(=O)(=O)c2ccc(NC(=O)C3CCCCC3)cc2)n1,7%,7%,-3%,3%,6%,5%,-4%

(more compounds)
GLA spleen mod,SMILES,GAA spleen mod,GoLoco inh red,GAA glycogen,GAA inh,ALDH1A1 inh,KDM4E inh,SMN2 splice enh
6%,Cc1c(Cl)cnc(NC(=O)COC(=O)C(NC(=O)c2ccco2)C(C)C)c1Cl (configuration not stated),-3%,27%,-1%,-1%,11µM*,-12%,-18%
13%,CN(C)C(=O)c1cnc(Sc2ncc(C(F)(F)F)cc2Cl)n1C,7%,-13%,?,-2%,17%,-4%,-27%
7%,O=C(CN1CCOCC1)Nc1cccc(C(=O)Nc2cccc(C(F)(F)F)c2)c1,1%,4%,-8%,2%,14%,-16%,-21%
4%,CCCOc1ccc(-c2nnn(CC(=O)N3CCCCC3)n2)cc1,-1%,-2%,3%,nt,nt,-9%,nt
-2%,COc1ccc(C(=O)Nc2scc(-c3ccc(Cl)cc3Cl)c2C(N)=O)cc1,4%,6%,-2%,-6%,?,?,-9%
6%,O=C1CC2C(=O)NCCN2C(=NC(=O)c2ccccc2)N1 (configuration not stated),1%,-10%,-4%,-8%,-13%,?,nt
1%,CC(C)CCOc1ccc(NC(=O)C2OC3OC(C)(C)OC3C3OC(C)(C)OC23)cc1 (configuration not stated),-4%,7%,2%,5%,1%,4%,-14%
1%,COc1ccc2oc(=O)c(C(=O)N3c4ccccc4CC3C)cc2c1 (configuration not stated),-4%,6%,-1%,-2%,?,-11%,-9%
-5%,COc1ccccc1NC(=O)/C(=N/OCc1ccc(F)cc1)C(C)=O,2%,160%[activator],-3%,2%,2%,3%,-3%
-2%,O=C(Cc1ccccc1F)OCC(=O)N1CCc2ccccc21,0%,1%,9%,2%,-3%,-14%,4%
4%,COCCCNCC(=O)Nc1sc(C)c(C)c1C(=O)OC,-1%,3%,-22%,0%,11µM*,?,-1%
-6%,CCCN(C(=O)CN1C(=O)NC2(CCCCCC2)C1=O)C1CCS(=O)(=O)C1 (configuration not stated),4%,-2%,23%,3%,15%,1%,11%
-7%,Cc1cc(SCNC(=O)c2ccccc2)ncn1,-9%,-8%,-12%,3%,?,-2%,17%
3%,CC(C)c1ccc(-c2noc(C3CCCN(C(=O)c4ccc(F)cc4F)C3)n2)cc1 (configuration not stated),-4%,4%,-11%,-10%,?,0%,nt
-8%,CCOC(=O)c1ccc2c(c1)sc(=NC(=O)c1ccco1)n2CCOC,-5%,10%,12%,9%,?,?,17%
13%,CCN=C1Sc2nc3ccc(OCC)cc3cc2CN1CCOC,3%,10%,5%,?,2%,?,4%
0%,CCN1C(=O)c2cccc3c(NC(=O)c4ccccc4)ccc1c23,-5%,-10%,-7%,3%,?,-4%,?
-17%,Oc1[nH]c2ccccc2c1C=NCC1CCCO1 (configuration not stated),-2%,8%,0%,0%,-5%,1%,2%
-2%,O=S(=O)(c1ccccc1)c1ccccc1/C=N\O,0%,-1%,-1%,-1%,-1%,-7%,-22%
-5%,Cc1cccc(NC(=O)c2cc3n(n2)C(C(F)(F)F)CC(C2CC2)N3)c1C (configuration not stated),-6%,-24%,13%,1%,3%,1%,20%
4%,Cc1cc(C(=O)COC(=O)c2nc3nccc(C)n3n2)c(C)n1CC1CCCO1 (configuration not stated),-7%,7%,-4%,-2%,-3%,-2%,-21%
6%,COC(=O)Cn1c(=NC(=O)c2cc(OC)cc(OC)c2)sc2cc(OC)ccc21,-2%,6%,7%,-1%,?,1%,2%
-4%,CCOc1ccc(N(CC(=O)Nc2ccc(OC)cc2)S(=O)(=O)c2c(C)noc2C)cc1,-6%,-8%,-8%,-13%[15.4 µM],0%,0%,-3%
10%,COC(=O)c1sccc1NC(=S)N1C(C)CCCC1C (configuration not stated),0%,-7%,2%,-6%,-9%,-4%,-32%[inhibitor]
-6%,Cc1ccccc1NC(=S)NCCc1ccc(S(N)(=O)=O)cc1,-5%,-3%,-1%,0%,-6%,-3%,12%
3%,O=C(CSc1nnc(CNC(=O)c2cccs2)o1)NCCc1ccccc1,-4%,-2%,4%,-14%,3%,9%,2%
-1%,CCOc1cc(Br)c(C(=O)O)cc1OC,-1%,-7%,-15%,1%,9%,2%,1%
-22%,O=C(CSc1nc2ccccc2[nH]1)N1CCN(S(=O)(=O)c2ccc(Cl)cc2)CC1,-12%,5%,1%,?,-4%,4%,-4%
10%,Cc1cc(C)nc(SCC(=O)NC2CCCC2)n1,6%,7%,1%,-10%,13%,6%,nt
0%,CC(C)CNC(=O)CSc1ccc(Cl)cc1,-4%,8%,-3%,3%,5%,0%,3%
4%,Cc1ccc(NCc2nnc(SCC(=O)NCc3ccco3)n2CC2CCCO2)cc1Cl (configuration not stated),3%,1%,2%,-6%,?,5%,-10%
-3%,COc1ccc(OCc2nn3c(-c4ccco4)nnc3s2)cc1,-4%,nt,15%,4%,32µM*,-23%,nt
-1%,Cc1ccc2c(c1)nnn2C1CCN(CC(=O)Nc2ccccc2N2CCOCC2)CC1,-11%,7%,-7%,-12%,?,0%,-10%
3%,CSCCC1NC(=O)N(CC(=O)Nc2ccc(-c3ccccc3)cc2)C1=O (configuration not stated),-4%,7%,-5%,-4%,-9%,3%,nt
5%,COCCNC(=O)Cn1cc(C(=S)N2CCOCC2)c2ccccc21,-2%,8%,-11%,5%,32µM*,-5%,0%
7%,Cc1ccc2nc(-c3ccc(NC(=O)COC(=O)c4ccco4)cc3)sc2c1,1%,0%,13%,3%,?,?,2.2µM*

Three of the compounds above, with tabs:
SMILES	GLA spleen mod	GAA spleen mod	GoLoco inh red	GAA glycogen	GAA inh	ALDH1A1 inh	KDM4E inh	SMN2 splice enh
Cc1cc(C)nc(SCC(=O)NC2CCCC2)n1	10%	6%	7%	1%	-10%	13%	6%	nt
CSCCC1NC(=O)N(CC(=O)Nc2ccc(-c3ccccc3)cc2)C1=O (configuration not stated)	3%	-4%	7%	-5%	-4%	-9%	3%	nt
CCOc1cc(Br)c(C(=O)O)cc1OC	-1%	-1%	-7%	-15%	1%	9%	2%	1%

Continued:
GLA spleen mod,SMILES,GAA spleen mod,GoLoco inh red,GAA glycogen,GAA inh,ALDH1A1 inh,KDM4E inh,SMN2 splice enh
2%,CNC(=S)N/N=C/c1cc(C)n(-c2ccc(Cl)c(Cl)c2)c1C,-2%,6%,-3%,-4%,?,-26%,5%
-2%,Cc1cnc(CNc2ccnc(-c3cccnc3)n2)cn1,-7%,7%,nt,nt,-5%,nt,nt
-6%,Cc1ccc2cc(CN(Cc3ccccc3)Cc3nnnn3C3CCCC3)c(=O)[nH]c2c1,-12%,3%,-5%,-7%,10µM*,?,-20%
1%,CN(C(=O)CCc1ccccc1)c1nnc(-c2ccncc2)s1,0%,13%,-1%,10%,-5%,?,-16%
1%,Cc1ccc(S(=O)(=O)N2CCC(=O)N([C@H](COCc3cccc(C)c3)Cc3ccccc3)CC2)cc1,-4%,-1%,nt,nt,?,nt,nt
-19%,COCC(=O)N1CCC2(CC1)CCN(C(=O)Nc1cccc(C#N)c1)CC2,0%,1%,nt,nt,16%,nt,-3%
2%,CCn1c(=S)[nH]c2cc(C(=O)OC)ccc2c1=O,1%,-4%,3%,-1%,7%,15%,-16%
-2%,COc1ccc(NS(=O)(=O)c2ccc3c(c2)Cc2ccccc2-3)cn1,-2%,0%,-11%,-13%,-16%,-11%,-57%[inhibitor]
2%,O=C(NCc1ccco1)c1ccc2ccccc2c1,-3%,7%,0%,2%,1%,-4%,17%
3%,CCn1cc(C(=O)NC2CCC(C)CC2)c(=O)c2cc(S(=O)(=O)N3CCCCC3)ccc21 (configuration not stated),3%,-9%,-5%,?,?,-6%,13µM*
-1%,COC(=O)COc1ccsc1C(=O)OC,-12%,8%,1%,5%,11%,0%,-11%
4%,O=C(CN1CCN(Cc2ccc3c(c2)OCO3)CC1)Nc1ccc(N2CCOCC2)cc1,-3%,7%,1%,-8%,-5%,-1%,7%

Screening results from PubChem BioAssay.
